PAFAH2 FP inh: PAFAH2 (human) inhibition; Q99487; recombinant PAFAH2, FP-rhodamine activity probe, fluorescence polarization; inhibition, % at 3.39 µM; 0.99% of 340,000 active;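 active = inhibition above the mean over all tested compounds plus 3 SD, cut at about 30% in these data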;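 also: inhibitors block probe labeling of enzyme so polarization drops; 0% = enzyme with DMSO and 100% = wells lacking PAFAH2 protein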
pPAFAH FP inh: pPAFAH (human) enzyme inhibition; Q13093; recombinant pPAFAH, FP-rhodamine probe fluorescence polarization; inhibition, % at 3.39 µM; 1.5% of 330,000 active; AID 463082;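 active = inhibition above the mean inhibition across the screen plus 3 SD, cut at about 25% in these data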;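 also: inhibitors block binding of the rhodamine activity-based probe so polarization drops; 0% = enzyme with DMSO and 100% = wells lacking pPAFAH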
Target sequence (Q13093 whole entry, looked up): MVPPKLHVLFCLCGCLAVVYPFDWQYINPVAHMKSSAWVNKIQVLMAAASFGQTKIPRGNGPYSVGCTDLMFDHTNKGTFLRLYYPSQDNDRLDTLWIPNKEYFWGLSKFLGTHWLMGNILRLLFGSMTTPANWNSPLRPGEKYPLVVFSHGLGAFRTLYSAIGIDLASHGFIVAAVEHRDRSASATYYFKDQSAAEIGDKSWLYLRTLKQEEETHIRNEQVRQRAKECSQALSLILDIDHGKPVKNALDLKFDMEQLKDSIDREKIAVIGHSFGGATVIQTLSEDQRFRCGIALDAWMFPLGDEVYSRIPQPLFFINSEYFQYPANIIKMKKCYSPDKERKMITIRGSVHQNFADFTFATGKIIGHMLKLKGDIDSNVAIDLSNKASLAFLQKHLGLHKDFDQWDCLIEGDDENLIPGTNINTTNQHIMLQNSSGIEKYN
PME-1 primary: blocks human protein phosphatase methylesterase 1. Q9Y570. recombinant PME-1, FP-Rh probe fluorescence polarization. inhibition, % at 5.9 µM. 0.53% of 320,000 active. AID 2130;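 active = inhibition above the campaign mean of all compounds plus 3 SD, cut at about 26% in these data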;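 also: competitive labeling of PME-1 active site by serine hydrolase directed probe; 0% = PME-1 with DMSO and 100% = wells lacking PME-1 enzyme; inhibitors block probe labeling so polarization falls and inhibition rises; many of its hits are not listed in these tables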
PAFAH1B3 FP inh: inhibitors of human PAFAH1B3. Q15102. recombinant PAFAH1B3, FP-rhodamine probe, fluorescence polarization. inhibition, % at 3.39 µM. 0.28% of 340,000 active;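 active = inhibition above the screen-wide average of all tested compounds plus 3 SD, cut at about 25% in these data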;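 also: 0% = enzyme with DMSO only and 100% = wells lacking PAFAH1B3 protein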
PAFAH1B2 FP inh: PAFAH1B2 (human) inhibition. recombinant PAFAH1B2, FP-rhodamine activity probe, fluorescence polarization. inhibition, % at 3.39 µM. 1.2% of 340,000 active. AID 492953;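 active = inhibition above the mean of all tested compounds plus 3 SD, cut at about 24% in these data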;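 also: 0% = enzyme with DMSO and 100% = wells lacking PAFAH1B2; many of its hits are not listed in these tables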
Target sequence (P68402 whole entry, looked up): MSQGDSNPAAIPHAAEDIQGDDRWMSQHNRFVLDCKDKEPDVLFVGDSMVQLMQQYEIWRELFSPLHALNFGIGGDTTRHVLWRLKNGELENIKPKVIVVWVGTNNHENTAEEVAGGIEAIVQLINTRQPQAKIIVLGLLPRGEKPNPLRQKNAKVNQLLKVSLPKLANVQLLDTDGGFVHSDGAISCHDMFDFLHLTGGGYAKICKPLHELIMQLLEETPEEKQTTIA
LYPLA1 inh: blocks human lysophospholipase 1, a PME1 counter-screen; 0.16% of 320,000 active; recombinant LYPLA1, FP-Rh probe fluorescence polarization; inhibition, % at 5.9 µM;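 active = inhibition above the mean of all tested compounds plus 3 SD, set per campaign, cut at about 14% in these data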;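 also: inhibitors block serine hydrolase probe labeling of LYPLA1 so polarization falls; 0% = enzyme with DMSO and 100% = wells lacking LYPLA1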
Target sequence (O75608 whole entry, looked up): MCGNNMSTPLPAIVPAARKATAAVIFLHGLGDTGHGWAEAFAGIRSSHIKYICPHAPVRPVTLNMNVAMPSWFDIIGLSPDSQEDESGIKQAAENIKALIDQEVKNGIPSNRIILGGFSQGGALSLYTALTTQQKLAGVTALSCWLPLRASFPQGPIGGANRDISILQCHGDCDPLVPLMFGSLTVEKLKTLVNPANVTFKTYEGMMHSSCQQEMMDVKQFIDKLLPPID
PAD4 FP inh: inhibitors of human PAD4 | inhibition, % at 6.36 µM | 0.41% of 330,000 active | Q9UM07 | recombinant PAD4, RCA probe fluorescence polarization;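 active = percent inhibition above a cutoff equal to the mean of all tested compounds plus 3 SD, cut at about 15% in these data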;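 also: 0% = PAD4 with RCA probe and DMSO and 100% = probe without PAD4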
GSTO1 counter: counter-screen for RBBP9 inhibitors: inhibitors of human GSTO1. P78417. recombinant GSTO1, activity-based probe fluorescence polarization. inhibition, % at 5.96 µM. 1.1% of 300,000 active;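 active = inhibition above the campaign mean inhibition plus 3 SD, cut at about 35% in these data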;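 also: 0% = GSTO1-1 with DMSO and 100% = wells lacking GSTO1-1 enzyme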
Fam108B counter: Fam108B inhibition, counter-screen for RBBP9 inhibitors; inhibition, % at 9.51 µM; AID 1947; recombinant Fam108B, FP-Rh probe fluorescence polarization; 0.33% of 300,000 active;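 active = inhibition above the screen mean inhibition plus 3 SD, computed separately per campaign, cut at about 18% in these data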;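 also: inhibitors lower polarization as less probe binds the enzyme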
Numbers without * were called inactive; x = no result given.

SMILES	PAFAH2 FP inh	pPAFAH FP inh	PME-1 primary	PAFAH1B3 FP inh	PAFAH1B2 FP inh	LYPLA1 inh	PAD4 FP inh	GSTO1 counter	Fam108B counter
CC(C)(C)Cc1nc(-c2ccccn2)no1	4	10	-1	5	11	5	-2	-4	-1
Cc1ccc(-n2c(SCC(=O)Nc3nccs3)nc3c(c2=O)SCC3)cc1	-3	2	8	6	0	-2	1	3	1
O=C(c1ccco1)N1CCN(Cc2cccc(F)c2)CC1	3	0	1	-2	3	3	3	1	2
Cc1nc2ccc(NC(=O)N3CCN(c4ccccn4)CC3)cc2s1	7	-4	3	5	1	0	4	10	3
C=CCN(CC=C)CCOc1cccc2ccccc12	-2	-2	3	-4	3	2	-6	0	6
O=C(O)CCCNc1ccc([N+](=O)[O-])c(NCCCC(=O)O)n1	x	2	-5	x	x	-2	10	1	0
O=C(NCCc1ccc(F)cc1)c1ccc(S(=O)(=O)N2CCCC2)cc1	-3	0	4	8	12	2	-1	x	x
COc1ccc(C(=O)NCc2nnc(SCC(=O)N3CCC(C)CC3)o2)cc1OC	6	0	-1	5	-1	2	-3	-5	-1
C=CCNC(=S)Nc1ccc(Br)cc1F	0	-10	5	1	-3	-5	0	2	1
CN(C)CCCNCCCCNC(=O)/C=N/O	-2	-2	-2	2	4	1	3	-1	1
CCOc1ccc(S(=O)(=O)N(C(=O)c2ccco2)c2cc3sc(=O)oc3c3ccccc23)cc1	26	11	8	17	6	-1	12	37*	9
COc1cccc(CNC(=O)CCC2CCCN(C(=O)c3ccoc3C)C2)c1 (stereo not drawn)	2	6	3	-2	5	1	4	0	-2
CCc1nnc(NC(=O)c2sc3nc4c(cc3c2N)CCCCC4)s1	-5	19	28*	7	13	-2	1	-14	2
C/C(=N\NC(=O)c1ccco1)c1ccc(C(=O)O)s1	0	10	3	-4	5	3	4	5	1
Cc1ccc(C(=O)NCC(C)NC(=O)c2ccc(C)c(C)c2)cc1C (stereo not drawn)	6	-3	-1	12	4	0	2	8	0
CC(NC(=O)NCCCC(=O)O)(C(F)(F)F)C(F)(F)F	-5	2	1	5	7	4	2	1	-3
Cc1cc(C)nc(N2CCCC(C(=O)Nc3nnc(C(C)(C)C)s3)C2)n1 (stereo not drawn)	1	3	4	6	3	3	-3	4	3
Cc1ccc(-c2noc(CN(C(=O)C(c3ccccc3)c3ccccc3)C(C)C)n2)cc1	-15	0	-7	1	-2	1	-3	8	-3
CCOC(=O)C(C)On1c(-c2cccc(Cl)c2)nc2ccc([N+](=O)[O-])cc21 (stereo not drawn)	-30	6	5	2	3	-5	-1	-5	3
Cc1nc(-c2ccc(Cl)cc2)sc1C1(C)CC(c2ccc(C#N)cc2)=NO1 (stereo not drawn)	-13	0	-7	0	-3	-10	0	2	-1
O=C(NCc1ccccc1)C1=C[C@@H](c2ccc3c(c2)OCO3)C[C@@H](OCCCCO)O1	1	8	2	4	-1	-3	-2	2	5
CC(Cc1ccccc1)C(=O)NCc1nc2ccccc2s1 (stereo not drawn)	-2	2	0	23	7	-1	-2	13	-1
O=C(Nc1ccccc1)N1CCC(=S)Nc2ccccc21	4	3	-6	12	1	-1	1	-4	0
COc1cc(CCCN2CCNC[C@H]2Cc2ccc(O)cc2)cc(OC)c1OC	8	0	-2	1	3	0	-5	3	3
Nc1ccc(C(=O)O)cc1[N+](=O)[O-]	3	-2	-1	9	3	-3	-3	0	-6
O=C(Nc1ccccn1)c1ccc(Cl)c(S(=O)(=O)N2CCc3ccccc32)c1	-8	-10	-11	0	-3	-15	-4	x	x
Cc1ccc(Nc2nc(N)nc(COC(=O)C3=COCCO3)n2)cc1	0	-1	6	-1	2	-3	-4	x	x
Cc1ccc2cccc(NC(=O)C(F)(F)F)c2n1	-6	2	-8	12	-1	0	-9	9	3
COc1ccc(C(=O)Nc2ccccc2C(=O)NCCN2CCOCC2)cc1	11	5	-3	2	-2	2	1	-3	4
CN=C(Nc1cc(C)nn1CCC#N)c1ccc(F)cc1	0	4	-2	5	2	1	2	-3	1
Cc1ccc(C(=O)CSc2nnc(COc3cc(C)cc(C)c3)o2)cc1	-3	1	3	4	1	-3	-4	30	-1
CCn1c2ccc(C)cc2c2nc3cc(C(=O)O)ccc3nc21	-17	6	3	10	0	1	-6	-12	6
COc1ccc(OC)c(C(=O)NC(CC(N)=O)c2ccc(N3CCN(c4ccccn4)CC3)c([N+](=O)[O-])c2)c1 (stereo not drawn)	2	-3	-3	9	1	1	-4	-4	0
COc1cc(/C=C/C(=O)Nc2ccc(N3CCCCC3)c(S(=O)(=O)Nc3ccccc3Cl)c2)cc(OC)c1OC	-28	-1	-8	-33	-16	-9	3	0	-44
O=C(Nc1ccc(N2CCN(C(=O)c3ccco3)CC2)cc1)c1cccs1	-9	9	0	7	5	-6	-2	1	-3
CCc1c(O)nc(SCC(=O)N2CCc3cc(OC)c(OC)cc3[C@@H]2C)[nH]c1=O	-3	0	3	3	1	-1	1	12	3
COc1cc(NC2=CC(=O)CC(C)(C)C2)cc(OC)c1	-2	0	-8	-1	-11	-1	2	-1	2
Cc1cc(C)cc(NC(=O)C2CCCN(c3nc(C)cc(C)n3)C2)c1 (stereo not drawn)	3	1	-5	1	-2	0	3	12	-1
O=C(NNC(=O)c1ccccc1Br)c1ccc(Cl)c(Cl)c1	4	2	3	7	-1	-1	2	2	1
C=CCNc1nc2ccccc2nc1NS(=O)(=O)c1cccc(C)c1	3	0	-1	9	8	-2	-4	-3	-1

Brought forward from above: 3 entries, followed by the next part.
SMILES	PAFAH2 FP inh	pPAFAH FP inh	PME-1 primary	PAFAH1B3 FP inh	PAFAH1B2 FP inh	LYPLA1 inh	PAD4 FP inh	GSTO1 counter	Fam108B counter
Cc1cc(C)cc(NC(=O)C2CCCN(c3nc(C)cc(C)n3)C2)c1 (stereo not drawn)	3	1	-5	1	-2	0	3	12	-1
O=C(NNC(=O)c1ccccc1Br)c1ccc(Cl)c(Cl)c1	4	2	3	7	-1	-1	2	2	1
C=CCNc1nc2ccccc2nc1NS(=O)(=O)c1cccc(C)c1	3	0	-1	9	8	-2	-4	-3	-1
Cc1ccc(-c2nn[nH]n2)o1	5	7	5	3	6	-5	-1	3	-2
CCCC(=O)N1CCC(CCC(=O)NC2CC2)CC1	3	1	0	7	3	2	-3	-3	1
CCOc1ccc2[nH]c(=O)c(CN(CCCO)S(=O)(=O)c3ccc(F)cc3)cc2c1	-2	2	-6	15	5	2	7	18	-2
COC(=O)c1ccc(NC(=O)CSc2nc3cccnc3n2C)cc1	-5	5	3	0	-1	-1	9	-6	1
CCN1C(=O)CC(N2CCN(c3ccc(OC)cc3)CC2)C1=O (stereo not drawn)	4	3	-1	0	2	4	-1	4	1
O=S(=O)(Nc1ccc(N2CCOCC2)cc1)c1ccccc1	4	3	-9	9	1	1	0	4	2
COC(=O)c1ccccc1NC(=O)CSc1nnc(C(C)NC(=O)c2ccc(Cl)cc2Cl)n1C (stereo not drawn)	-5	4	-1	7	6	-2	-4	4	0
NC(=O)CSc1ncc(-c2ccccc2)[nH]1	5	5	4	16	-1	3	1	0	-3
O=C(CCn1c2c(c3ccccc31)CCCC2)NNC(=O)c1ccccc1[N+](=O)[O-]	0	10	4	2	3	-2	1	1	1
COc1cc(NC(=S)NCCCO)c(OC)cc1Cl	1	-4	1	1	3	0	-1	-3	5
CCOC(=O)c1sc2nc(-c3cccnc3)ccc2c1N	2	11	8	6	5	-1	-2	-1	0
CCSC1=C(C#N)C(c2ccc3c(c2)OCO3)C2=C(CCCC2=O)N1 (stereo not drawn)	0	-1	16	-3	1	5	-8	6	2
CC1(C)C2CCC13CS(=O)(=O)N[C@@H]3C2 (stereo partly drawn)	8	6	-2	5	5	0	0	4	0
CCOCCCNC(=O)C1CCCN1C(=O)Nc1ccccc1[N+](=O)[O-] (stereo not drawn)	0	-1	-2	5	4	-1	-1	2	-2
Cc1nn(C)cc1S(=O)(=O)N1CCCCC1C (stereo not drawn)	1	0	2	0	3	-6	0	5	-1
NC(=O)C1CCN(c2cc(Cl)nc(N)n2)CC1	1	2	1	3	-1	1	3	0	5
Cc1cccc(C(=O)N/N=C/c2ccc(OC3CSC3)cc2)c1	0	3	-9	6	9	1	7	-2	0
COc1ccc(/C=N/Nc2nc(C)c([N+](=O)[O-])c(N(C)c3ccccc3)n2)cc1OC	-5	2	-5	0	-4	3	0	1	2
Cc1cccc(C)c1NC(=O)CSC(=S)N1CCCC1	0	2	3	2	2	2	-5	3	-2
Cc1ncc([N+](=O)[O-])n1CC(=O)N/N=C/c1ccc(F)cc1	10	-4	-1	1	2	1	-1	0	-3
CCN1CCN(c2ccc(S(=O)(=O)N3CCCCC3)cc2NC(=O)Cc2c(Cl)cccc2Cl)CC1	13	6	13	-1	4	1	3	3	-5
CCOC(=O)c1nc(C)n(-c2ccc([N+](=O)[O-])cc2)n1	9	2	-3	6	6	-2	-4	0	0

Structural class, those above containing a Cl atom.
SMILES	PAFAH2 FP inh	pPAFAH FP inh	PME-1 primary	PAFAH1B3 FP inh	PAFAH1B2 FP inh	LYPLA1 inh	PAD4 FP inh	GSTO1 counter	Fam108B counter
CCOC(=O)C(C)On1c(-c2cccc(Cl)c2)nc2ccc([N+](=O)[O-])cc21 (stereo not drawn)	-30	6	5	2	3	-5	-1	-5	3
Cc1nc(-c2ccc(Cl)cc2)sc1C1(C)CC(c2ccc(C#N)cc2)=NO1 (stereo not drawn)	-13	0	-7	0	-3	-10	0	2	-1
O=C(Nc1ccccn1)c1ccc(Cl)c(S(=O)(=O)N2CCc3ccccc32)c1	-8	-10	-11	0	-3	-15	-4	x	x
COc1cc(/C=C/C(=O)Nc2ccc(N3CCCCC3)c(S(=O)(=O)Nc3ccccc3Cl)c2)cc(OC)c1OC	-28	-1	-8	-33	-16	-9	3	0	-44
O=C(NNC(=O)c1ccccc1Br)c1ccc(Cl)c(Cl)c1	4	2	3	7	-1	-1	2	2	1
COC(=O)c1ccccc1NC(=O)CSc1nnc(C(C)NC(=O)c2ccc(Cl)cc2Cl)n1C (stereo not drawn)	-5	4	-1	7	6	-2	-4	4	0
COc1cc(NC(=S)NCCCO)c(OC)cc1Cl	1	-4	1	1	3	0	-1	-3	5
NC(=O)C1CCN(c2cc(Cl)nc(N)n2)CC1	1	2	1	3	-1	1	3	0	5
CCN1CCN(c2ccc(S(=O)(=O)N3CCCCC3)cc2NC(=O)Cc2c(Cl)cccc2Cl)CC1	13	6	13	-1	4	1	3	3	-5

Screens deposited in PubChem by The Scripps Research Institute Molecular Screening Center.

Some of the compounds tested (hit frequency here may not be typical).
